# HT1080 EIF4E-luc2 – eIF4E expression suppression, luciferase knock-in reporter – cell-based, HT1080, primary screen (AID 1224817); HT1080 EIF4E-luc2 knock-in reporter, luciferase, 16 h; hits give low values; log2 luciferase activity ratio at 2.5 µM; actives 1% (n = 2,000);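 active means log2 luciferase ratio at or below -0.5849, meaning signal at two thirds of solvent-only control or lower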;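 further: luciferase reports endogenous eIF4E expression since it is co-expressed from the native EIF4E locus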
# * = called active by the depositor; & = joins results of further samples. Only part of the results is shown, so the mix of outcomes need not match the whole.
HT1080 EIF4E-luc2	canonical_smiles
0.16	NC1(C(=O)OCc2ccccc2)CCCC1
-0.1	O=S(=O)(O)c1cc(O)c2c(O)c(N=Nc3cccc4ccccc34)c(S(=O)(=O)O)cc2c1
0.054	Cc1cc(=O)oc2c(OS(C)(=O)=O)c(OS(C)(=O)=O)ccc12
0.0094	C/C(=N\O)C1CC(CC(=O)O)C1(C)C (configuration not stated)
0.22	c1ccc(C(CCN2CC3CCC(CC3)C2)c2ccccc2)cc1
0.013	C[C@]12CC[C@@H]3c4ccc(OP(=O)(O)O)cc4CC[C@H]3[C@@H]1CCC2=O
-0.042	OCCNc1ncnc2c1ncn2C1OC(CO)C(O)C1O (configuration not stated)
-0.12	O=C(O)C1C2C=CC(O2)C1C(=O)NCc1ccncc1 (configuration not stated)
0.052	NCCSc1nc2ccccc2s1
-0.1	NC(=O)C1CCCN1Cc1ccc2c(c1)OCO2 (configuration not stated)
-0.079&0.23	COc1cc2c(cc1O)C(c1cc(O)c(O)c(OC)c1)C(O)(C(=O)O)C(CO)C2O (configuration not stated)
0.23	Nc1ccc(N=Nc2c(S(=O)(=O)O)cc3ccccc3c2S(=O)(=O)O)cc1
-0.19	CC[C@H](CC[C@@H](C)[C@H]1CC[C@H]2[C@@H]3CC=C4C[C@@H](O)CC[C@]4(C)[C@H]3CC[C@]12C)C(C)C
-0.034	CCC1=C(CC2NCCc3ccccc32)CC2c3cc(OC)c(OC)cc3CCN2C1 (configuration not stated)
0.031	COc1nc(N)nc2c1ncn2C1CC(O)C(CO)O1 (configuration not stated)
-0.66*	COc1ccc(CCN(C)CCCC(C#N)(c2ccc(OC)c(OC)c2)C(C)C)cc1OC (configuration not stated)
-0.049	CN(C)Cc1cc(C(C)(C)C)cc(CN(C)C)c1O
-0.031	CCC(C)C(N)C1=NC(C(=O)NC(CC(C)C)C(=O)NC(CCC(=O)O)C(=O)NC(C(=O)NC2CCCCNC(=O)C(CC(N)=O)NC(=O)C(CC(=O)O)NC(=O)C(Cc3cnc[nH]3)NC(=O)C(Cc3ccccc3)NC(=O)C(C(C)CC)NC(=O)C(CCCN)NC2=O)C(C)CC)CS1 (configuration not stated)
-0.047	O=C(O)C1C2CC3C(OC(=O)C31)C2Br (configuration not stated)
-0.12	CN(C)CCNc1nc2c(c(=O)n(C)c(=O)n2C)n1C
-0.15	OC(CC1CCCCN1)c1ccc2c(c1)oc1ccccc12 (configuration not stated)
-0.35	O=C(O)CSCC(=O)c1ccccc1
-0.077	O=S(=O)(O)c1ccc2c(N=Nc3cccc4ccccc34)c(O)c(S(=O)(=O)O)cc2c1
0.29	O=C1c2ccccc2-c2ccc(NC(=O)C3CCCCC3C(=O)O)cc21 (configuration not stated)
0.25	CC1(C(=O)O)CCCC1C(=O)O (configuration not stated)
0.084	COc1ccc2c(c1)CN([C@@H](C)[C@H]1CC[C@H]3[C@@H]4CC[C@H]5C[C@@H](O)CC[C@]5(C)[C@H]4CC[C@]13C)CO2
0.013	O=C(O)CNCCc1ccccc1
-0.12	CSC(CC(=O)O)C(=O)O (configuration not stated)
0.036	NC1(C(=O)NC2(C(=O)O)CCCC2)CCCC1
0.1	N#CCCSC(=S)C1CCCC1=N (configuration not stated)
0.47	Cc1cc(Cc2c(C)c(C)c(Cc3cc(C)cc(C(C)(C)C)c3O)c(C)c2C)c(O)c(C(C)(C)C)c1
-0.039	COc1ccc(CCCC(=O)O)c(C)c1
0.058	CSc1nc(C)cc(Nc2ccc(O)c(CN3CCOCC3)c2)n1
-0.16	CC(O)(CNS(=O)(=O)c1ccccc1)c1ccccc1 (configuration not stated)
-0.044	CO[C@@H]1[C@H](O)CC[C@]2(CO2)[C@H]1[C@@]1(C)O[C@@H]1CC=C(C)C
-0.089	O=C(NCc1cccs1)OC1CC2CCC1C2 (configuration not stated)
-0.24	COc1cc(/C=C/C(=O)CC(=O)/C=C/c2ccc(O)c(OC)c2)ccc1O
0.14	CC1(C)C(=O)N2c3ccccc3C3(CC(N4C(=O)c5ccccc5C4=O)C(=O)O3)C2N1C(=O)OCc1ccccc1 (configuration not stated)
-0.18	O=C(O)CCN1C(=S)CSC1=S
-0.12	C/C(=N/S(=O)(=O)c1ccc(Cl)c(Cl)c1)OCC(C)(C)C
-0.069	BrC(c1cccc2ccccc12)c1cccc2ccccc12
0.15	CN(CCC(=O)O)S(=O)(=O)c1ccccc1
0.15	O=C1C(=O)c2ccccc2C(O)=C1C(C1=C(O)c2ccccc2C(=O)C1=O)c1ccc(Cl)cc1
-0.32	O=C(O)c1cc(=O)[nH]c(SCc2ccccc2)n1
-0.15	O=C(O)/C=C\C(=O)Nc1ccc2c(c1)C(=O)c1cc(F)ccc1-2
0.32	O=C1C2C3C=CC(C2C(=O)N1CN1CCOCC1)C1C2C(=O)N(CN4CCOCC4)C(=O)C2C31 (configuration not stated)
-0.12	CC1(C)OCC2OC(n3cnc4c(N)nc(Cl)nc43)C(OS(C)(=O)=O)C2O1 (configuration not stated)
0.18	O=C(O)CN(CCN(CC(=O)O)CC(=O)O)CC(=O)O.[Mn+2]
-0.15	[O-][N+]1(CC[N+]2([O-])CCCCC2)CCCCC1
0.21	CC1=NN(c2ccc(S(=O)(=O)O)cc2)C(=O)/C1=C/c1ccc(Cl)cc1
-0.24	O=C(O)C1CC[N-]CC1.O=C(O)C1CC[N-]CC1.[Cl][Pt+2]([Cl])([Cl])[Cl]
-0.23	Nc1ncnc2nn(C3OC(CO)C(O)C3O)nc12 (configuration not stated)
0.12	C[N+](C)(N)Cc1csc(-c2ccc(Cl)cc2)n1
-0.74*	O=C(O)Cc1c[nH]c2ccc(F)cc12
-0.058	COc1cc(C(=O)O)c([N+](=O)[O-])c(OC)c1OC
0.36	c1ccc(C(c2cccc3c2ccc2ccccc23)C(c2ccccc2)c2cccc3c2ccc2ccccc23)cc1 (configuration not stated)
0.016	CC1(CC(=O)O)OC2CCCCCC2O1 (configuration not stated) (tested in a mixture with another compound)
0.42	O=S1(=O)OC(c2ccc(O)cc2)(c2ccc(O)cc2)c2ccccc21
-0.26	O=C(O)C(CCc1ccccn1)c1ccccc1 (configuration not stated)
-0.044	CC(C(=O)c1ccccc1)C(c1ccccc1)N1CCOCC1 (configuration not stated)

# Going on with the list:
HT1080 EIF4E-luc2	canonical_smiles
-0.051	CC1(C)C2CCC1(CC(=O)O)C(Cl)C2 (configuration not stated)
0.68	O=C(c1nc2ccc([N+](=O)[O-])cc2[nH]c1=O)C(O)c1ccc2c(c1)OCO2 (configuration not stated)
-0.18	O=C(O)CCn1cnc2c(=S)nc[nH]c21
-0.2	O=C(O)C1(Nc2ccc(Cl)cc2)CCCC1
0.054	Nc1nc(N)c2[nH]cnc2n1 (tested in a mixture with another compound)
-0.077	CN1CCc2cc3c(cc2C(=O)Cc2ccc4c(c2C1)OCO4)OCO3
-0.021	OCC1OC(n2cnc3c(SCc4ccccc4)ncnc32)C(O)C1O (configuration not stated)
-0.36	COC(=O)[C@]1(C)CCC[C@]2(C)C3=CC(=O)[C@@]4(C(C)C)O[C@H]4[C@]3(O)CC[C@@H]12
0.019	Cn1c(=O)c2[nH]c(COCc3nc4c([nH]3)c(=O)n(C)c(=O)n4C)nc2n(C)c1=O
-0.026	CNCCC=C1c2ccccc2CCc2ccccc21
-0.059	Oc1c(Cl)cc(CN(Cc2cc(Cl)c(O)c(Cl)c2)C2CCCCC2)cc1Cl
-0.032	O=C(O)C1CCCN1 (configuration not stated)
0.15	O=C(CC1C=Cc2ccccc2N1C(=O)c1ccccc1)c1ccccc1 (configuration not stated)
0.16	C[C@]12CCC(=O)C=C1CC[C@@H]1[C@@H]2[C@@H](O)C[C@@]2(C)[C@H]1CC[C@]2(O)C(=O)COC(=O)C1CCCC1
0.16	O=C1c2ccccc2C(=O)c2c(NC3CCCCC3)ccc(Nc3ccc(S(=O)(=O)O)cc3)c21
-0.048	Cc1cn(C2CC(O)C(COC(N)=O)O2)c(=O)[nH]c1=O (configuration not stated)
0.11	c1cc(NNc2cccc(-c3nn[nH]n3)c2)cc(-c2nn[nH]n2)c1
-0.12	O=S(=O)(O)n1ccnc1 (tested in a mixture with another compound)
-0.093	CC(C)C(N=Cc1ccccc1O)C(=O)O (configuration not stated)
-0.018	CC1(C)[C@@H]2CC[C@]1(C)[C@H](OC(=O)CSC#N)C2
-0.041	COc1c2occc2c(OC)c2c(=O)cc(C)oc12
-0.35	NC(Cc1[nH]nc2ccccc12)C(=O)O (configuration not stated)
0.087	O=C1CC[C@@H](C(=O)O)N1
-0.1	C=C1C(=O)OC2CC3(C)CCCC(C)C3=CC12 (configuration not stated)

# A different layout for some results above.
mol | HT1080 EIF4E-luc2
CC[C@H](CC[C@@H](C)[C@H]1CC[C@H]2[C@@H]3CC=C4C[C@@H](O)CC[C@]4(C)[C@H]3CC[C@]12C)C(C)C | -0.19
CCC1=C(CC2NCCc3ccccc32)CC2c3cc(OC)c(OC)cc3CCN2C1 (configuration not stated) | -0.034

# New compounds follow.
HT1080 EIF4E-luc2	canonical_smiles
-0.21	O=CNC(Cc1cnc[nH]1)C(=O)O (configuration not stated)
0.073	NCCNCC(O)CO (configuration not stated)
0.41	CC(CO)(CO)N=Cc1cc(I)cc(I)c1O
0.14	C/C(=C\c1ccc(Cl)cc1)C(C)(C)C(=O)O
-0.16	O=C(O)c1ccccc1-c1ccccc1C(=O)Nc1ccc2c(c1)[nH]c(=O)c1ccccc12
0.019	O=C(O)C(Sc1ccc(Cl)cc1)Sc1ccc(Cl)cc1
-0.031	c1ccc(NCCSc2nc3ccccc3s2)cc1
-0.013	NCCSc1nc(-c2ccccc2)c(-c2ccccc2)o1
0.015	C[C@@H]1C[C@](O)([C@@H](C)Cl)C(=O)O[C@@H]2CCN3CC=C(COC(=O)[C@]1(C)O)[C@H]23
-0.12	CN(C)Cc1ccc(C(C)(C)C)cc1-c1cc(C(C)(C)C)ccc1CN(C)C
-0.052	O=C(O)CCCc1ccc2ccc3ccccc3c2c1
-0.026	O=C(O)c1c[nH]c2c(ccc3[nH]cc(C(=O)O)c(=O)c32)c1=O
0.033	CC(C)C1OC(/C=C/c2ccccc2)OCC1(C)C (configuration not stated)
0.38	CC1=CC(C)(C)Nc2ccc(CSc3ccccc3)cc21
-0.47	CC(C)Cn1cnc2c(Sc3c([N+](=O)[O-])ncn3C)nc(N)nc21
0.41	OCC(CCc1c[nH]c2ccccc12)c1c[nH]c2ccccc12 (configuration not stated)
1.7	O=C(CCCc1ccccn1)c1ccccc1
-0.073	Cn1c(=O)c2[nH]c(CCCc3ccc([N+](=O)[O-])cc3)nc2n(C)c1=O
-0.036	N#CC(CC(=O)O)=C(c1ccccc1)c1ccccc1
-0.13	O=C(O)C(Cc1ccccc1)N1C(=O)c2ccccc2C1=O (configuration not stated)
-0.1	O=C(O)CC(Cc1ccccc1Cl)C(=O)O (configuration not stated)
0.019	O=C(O)c1ccc(NS(=O)(=O)Cc2ccccc2)cc1
-0.12	Cc1nc2cccc([N+](=O)[O-])c2n1CCCN(C)C
-0.037	NC(=O)C1CCCNC1 (configuration not stated)

# Shown tab-delimited: 22 of the compounds above
smiles	HT1080 EIF4E-luc2
NCCNCC(O)CO (configuration not stated)	0.073
CC(CO)(CO)N=Cc1cc(I)cc(I)c1O	0.41
C/C(=C\c1ccc(Cl)cc1)C(C)(C)C(=O)O	0.14
O=C(O)c1ccccc1-c1ccccc1C(=O)Nc1ccc2c(c1)[nH]c(=O)c1ccccc12	-0.16
O=C(O)C(Sc1ccc(Cl)cc1)Sc1ccc(Cl)cc1	0.019
c1ccc(NCCSc2nc3ccccc3s2)cc1	-0.031
NCCSc1nc(-c2ccccc2)c(-c2ccccc2)o1	-0.013
C[C@@H]1C[C@](O)([C@@H](C)Cl)C(=O)O[C@@H]2CCN3CC=C(COC(=O)[C@]1(C)O)[C@H]23	0.015
CN(C)Cc1ccc(C(C)(C)C)cc1-c1cc(C(C)(C)C)ccc1CN(C)C	-0.12
O=C(O)CCCc1ccc2ccc3ccccc3c2c1	-0.052
O=C(O)c1c[nH]c2c(ccc3[nH]cc(C(=O)O)c(=O)c32)c1=O	-0.026
CC(C)C1OC(/C=C/c2ccccc2)OCC1(C)C (configuration not stated)	0.033
CC1=CC(C)(C)Nc2ccc(CSc3ccccc3)cc21	0.38
CC(C)Cn1cnc2c(Sc3c([N+](=O)[O-])ncn3C)nc(N)nc21	-0.47
OCC(CCc1c[nH]c2ccccc12)c1c[nH]c2ccccc12 (configuration not stated)	0.41
O=C(CCCc1ccccn1)c1ccccc1	1.7
Cn1c(=O)c2[nH]c(CCCc3ccc([N+](=O)[O-])cc3)nc2n(C)c1=O	-0.073
N#CC(CC(=O)O)=C(c1ccccc1)c1ccccc1	-0.036
O=C(O)C(Cc1ccccc1)N1C(=O)c2ccccc2C1=O (configuration not stated)	-0.13
O=C(O)CC(Cc1ccccc1Cl)C(=O)O (configuration not stated)	-0.1
O=C(O)c1ccc(NS(=O)(=O)Cc2ccccc2)cc1	0.019
Cc1nc2cccc([N+](=O)[O-])c2n1CCCN(C)C	-0.12

# Next structures
HT1080 EIF4E-luc2	canonical_smiles
-0.14	C[N+]1(CCC(=O)c2ccco2)CC2CCC(CC2)C1 (configuration not stated)
-0.1	C=C(Br)CN(C)CC(=C)Br
0.33	O=C1C(=O)c2ccccc2C(O)=C1C(CCc1ccccc1)C1=C(O)c2ccccc2C(=O)C1=O
-0.22	O=C(O)CCC1(c2ccccc2)NC(=O)NC1=O (configuration not stated)
-0.49	CC(CNC(N)=O)NC(N)=O (configuration not stated)
-0.1	O=C(O)Cc1[nH]cnc1C(=O)O
-0.052	COc1cc(N=C(N)N=C(N)N)c2ncccc2c1
0.056	CC1=c2c(oc3cc(O)c(Nc4c(C)cc(O)cc4O)c(C)c23)=CC(=O)C1=Nc1c(C)cc(O)cc1O
-0.026	O=C(O)C(Cc1cccs1)C(=O)O
0.13	C[N+](C)(C)CCCSc1nc2ccccc2[nH]1
-0.09	CC(C)(C)c1ccc(NS(=O)(=O)c2ccc(N)cc2)cc1
0.012	O=S(=O)(O)c1ccc(N=Nc2ccc3c(S(=O)(=O)O)cccc3c2O)c2ccccc12
0.3	O=C(c1ccccc1)C(Nc1ccc2ccccc2c1)c1ccccc1 (configuration not stated)
0.018	Nc1nc(SCc2ccccc2Cl)cc(C(=O)O)n1
0.18	O=C(O)C1CCc2ccc3ccccc3c2C1c1cccc2ccccc12 (configuration not stated)
